core dimer inh = inhibitors of HCV core protein dimerization, primary screen, biochemical, TR-FRET, high-throughput; TR-FRET GST/Flag-core106 dimerization, 1536-well; inhibition, % at 5 µM; 300,000 tested, 0.33% active; AID 1899, 2009;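 active = inhibition above the mean of all tested compounds plus 3 SD, set per screening campaign, cut at about 45% in these data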
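System – GST-tagged and Flag-tagged HCV core protein residues 1-106 · Repeats – one well for each compound · Technique – TR-FRET 671 and 617 nm emission · Doses – one concentration, 5 µM, in 0.5% DMSO · Times – 4 h, 22.5 °C incubation · Also added – Eu donor and XL665 acceptor anti-tag antibodies · Measure – percent inhibition of core106 dimerization signal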
PP5 inh = PP5 phosphatase inhibitors, primary screen, biochemical, fluorescence; Serine/threonine-protein phosphatase 5 (Homo sapiens), P53041; purified PP5c, OMFP substrate fluorescence; inhibition, % at 6.7 µM; 320,000 tested, 0.18% active; AID 1987, 2009;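 active = inhibition above the campaign's mean inhibition across all tested compounds plus 3 SD, cut at about 9.5% in these data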;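 note: 0% = DMSO only and 100% = 100 µM cantharidin control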
Yeast superoxide = reduction of superoxide in aged yeast, primary screen, HTS; S. cerevisiae aged cells, superoxide DHE fluorescence; stronger effect = lower value; 330,000 tested, 0.18% active; AID 2690, 2010; superoxide response (% of plate mean), % at 10 µM;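 active = superoxide response under a set limit, about three screen SD below normal, cut at about 65% in these data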;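 note: yeast aged for seven days with compound at 30 °C before DHE staining; 100% = average MFI of all compound-treated wells on the plate with controls excluded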
EBNA-1 inhibitor = EBNA-1 DNA-binding inhibitors, primary screen, biochemical, fluorescence polarization; 300,000 tested, 0.34% active; inhibition, % at 14.8 µM; AID 1950, 2009; in the data active = inhibition above about 28%
PP1 counter = PP1-alpha phosphatase inhibitors, primary screen, counter-screen for PP5 inhibitor project, biochemical, fluorescence, OMFP substrate, single point | Serine/threonine-protein phosphatase PP1-alpha catalytic subunit (Homo sapiens), P62136 | purified PP1alpha | inhibition, % at 6.7 µM | 320,000 tested, 0.9% active;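 active = inhibition above the mean inhibition of all tested compounds plus 3 SD, computed separately for each screening campaign, cut at about 15% in these data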
Target sequence (P62136 whole entry, looked up): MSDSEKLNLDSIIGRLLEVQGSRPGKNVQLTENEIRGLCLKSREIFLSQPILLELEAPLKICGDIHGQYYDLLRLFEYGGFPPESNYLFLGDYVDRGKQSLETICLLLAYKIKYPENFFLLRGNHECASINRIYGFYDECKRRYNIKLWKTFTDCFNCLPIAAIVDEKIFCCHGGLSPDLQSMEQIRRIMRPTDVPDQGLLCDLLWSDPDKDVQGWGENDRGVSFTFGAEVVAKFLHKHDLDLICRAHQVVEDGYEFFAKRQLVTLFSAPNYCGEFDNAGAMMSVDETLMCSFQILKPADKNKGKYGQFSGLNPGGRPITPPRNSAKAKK
ZTA counter = ZTA (EBV) inhibition in EBNA-1 counter-screen. P03206. ZTA-DNA binding, fluorescence polarization. inhibition, % at 11 µM. 320,000 tested, 0.15% active. AID 2234; in the data active = inhibition above about 33%
Target sequence (P03206 whole entry, looked up): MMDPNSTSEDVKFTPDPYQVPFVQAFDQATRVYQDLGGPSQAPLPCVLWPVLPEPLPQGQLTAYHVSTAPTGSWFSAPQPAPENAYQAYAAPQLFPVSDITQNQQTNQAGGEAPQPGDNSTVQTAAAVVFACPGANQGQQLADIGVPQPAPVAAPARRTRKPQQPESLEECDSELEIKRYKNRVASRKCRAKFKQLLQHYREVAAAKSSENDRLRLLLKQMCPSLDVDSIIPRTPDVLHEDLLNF
TPT1 inhibitor = Candida albicans TPT1 enzyme inhibitors, primary screen, biochemical, fluorescence polarization; inhibition, % at 5 µM; 300,000 tested, 0.81% active; tRNA 2'-phosphotransferase TPT1 (Candida albicans SC5314); recombinant caTPT1, FP RNA substrate dephosphorylation;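 active = inhibition above the mean of all tested compounds plus 3 SD, set per screening campaign, cut at about 24% in these data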;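 note: plate controls were DMSO alone for no effect and ferristatin control at 100 nM for full effect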
GASC-1 inh = inhibitors of GASC-1 histone demethylase, primary screen, biochemical, fluorescence, DELFIA europium | Lysine-specific demethylase 4C (Homo sapiens), Q9H3R0 | GST-JMJD2C(1-420) H3K9me3 demethylation | inhibition, % at 2.35 µM | 330,000 tested, 0.069% active;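 active = more than half of a compound's replicate wells show inhibition beyond 50%, single wells judged on their own value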;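 note: signal counts dimethyl H3K9 product captured on neutravidin plate; 0% = median of DMSO wells and 100% = 0.3 times that DMSO median; strong numbers were not always called active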
Target sequence (Q9H3R0 1-420 limits assumed): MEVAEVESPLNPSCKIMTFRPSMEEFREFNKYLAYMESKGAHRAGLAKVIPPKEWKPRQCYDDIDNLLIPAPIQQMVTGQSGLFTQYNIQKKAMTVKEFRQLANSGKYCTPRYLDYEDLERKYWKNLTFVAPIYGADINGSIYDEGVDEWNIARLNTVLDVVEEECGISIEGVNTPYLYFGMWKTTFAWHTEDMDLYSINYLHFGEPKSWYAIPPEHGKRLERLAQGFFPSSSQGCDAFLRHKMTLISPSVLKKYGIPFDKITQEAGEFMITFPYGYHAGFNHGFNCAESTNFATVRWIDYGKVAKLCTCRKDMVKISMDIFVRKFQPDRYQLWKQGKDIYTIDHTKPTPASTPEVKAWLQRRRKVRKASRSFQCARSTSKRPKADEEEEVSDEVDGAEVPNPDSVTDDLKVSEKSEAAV
CTSL1 counter = Fasciola hepatica cathepsin L1 inhibitors, primary screen, counter-screen for PFM18AAP inhibitor project, biochemical, QFRET, fluorogenic peptide substrate | 300,000 tested, 0.49% active | recombinant F. hepatica cathepsin L1, Z-Leu-Arg-MCA fluorescence | AID 1906, 2009 | inhibition, % at 5.96 µM;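 active = inhibition above the mean of all tested compounds plus 3 SD, set per screening campaign, cut at about 17% in these data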;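 note: 0% = plate median of test compound wells and 100% = 1 µM Z-Phe-Ala-diazomethylketone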
Numbers without * were called inactive; i = inactive; . = no result given; & = joins results of further samples.

SMILES	core dimer inh	PP5 inh	Yeast superoxide	EBNA-1 inhibitor	PP1 counter	ZTA counter	TPT1 inhibitor	GASC-1 inh	CTSL1 counter
CCOC(=O)N1CCC(Nc2c([N+](=O)[O-])cc(C(=O)O)cc2[N+](=O)[O-])CC1	0	2.3	104	-1	-2	12	0	-4	3
CC(=O)Nc1cccc(NC(=O)c2cccc3cccnc23)c1	-7	1.6	126	-5	1	-18	2	12	7
Cn1ncc(Br)c1C(=O)OCC(=O)Nc1nc(-c2ccccc2)cs1	-4	-0.6	90	-3	1	-8	0	12	-1
CCOC(=O)Cc1nc2nc(C)cc(C)n2n1	3	-2.3	96	-5	-2	3	-2	-3	1
CC1(C)Cc2ccccc2C(N/N=C/c2ccc([N+](=O)[O-])cc2)=N1	6	1.7	117	0	-7	0	-4	2	4
Cc1ccc(S(=O)(=O)N2CCN(C(=O)CCc3nc4ccccc4c(=O)[nH]3)CC2)c(C)c1	-2	1.5	103	8	-1	-6	2	2	-2
COc1cccc(N/C(N)=N/c2nc(C(F)(F)F)cc(=O)[nH]2)c1	-9	3.1	101	-3	1	-4	-4	6	-5
CCOC(OCC)c1cn(Cc2ccc(C(=O)c3ccccc3)cc2)nn1	6	2.6	97	-2	-1	5	-3	4	1
O=C(NNC(=O)c1ccc(=O)[nH]c1)c1ccc(NS(=O)(=O)c2cccs2)cc1	.	1.2	76	.	0	0	.	-15	.
COc1cc2c(cc1NC(=S)Nc1cccc3ccccc13)oc1ccccc12	26	1.2	84	1	5	-8	-1	13	3
Cc1ccc(CN(C)C(=O)CSc2nnc3n2CCCCC3)c(C)c1	.	-1.8	108	.	-1	13	.	-3	.
COc1ccc(NC(=O)C(=O)c2cn(CC(=O)N3CCOCC3)c3ccccc23)cc1OC	8	1.6	106	4	-7	-5	-2	-2	-1
O=C1COc2ccc(C(=O)COC(=O)CCc3ccc(S(=O)(=O)N4CCOCC4)cc3)cc2N1	2	0.8	86	14	-3	1	-3	-8&-7	-7
COc1ccccc1C(=O)NCCC(=O)NNC(=O)c1ccccc1O	-1	3.8	98	-5	-5	-6	1	6	2
Cc1ccc(C(=O)Nc2ccc3c(c2)C(=O)NC3=O)cc1	0	0.4	109	-5	9	1	3	-13	0
COc1ccc(Cn2c(C3CC3)nc3ccc(NC(C)=O)cc3c2=O)cc1	4	3.2	92	-6	4	15	1	i	1
Cc1ccc2nc(SCC(=O)Nc3cc(C)on3)c(C)cc2c1	-7	3.5	106	-9	2	-3	-2	24	7
COc1cccc(C2=NN(C(=O)CCCC(=O)O)C(c3cccs3)C2)c1 (configuration not stated)	7	0.6	83	11	-3	3	0	8	-2
CN1C(=O)CSc2ccc(NC(=O)N3CCN(c4ccccn4)CC3)cc21	13	0.6	97	1	0	5	2	-3	-6
CC(OC(=O)/C=C/c1ccc2ccccc2n1)C(=O)Nc1ccc(S(N)(=O)=O)cc1 (configuration not stated)	-2	0.5	116	-8	0	-17	1	4	10
CC(Sc1nnc(-c2cccs2)n1-c1ccccc1)C(=O)NCc1ccco1 (configuration not stated)	14	0.9	81	5	-3	1	-5	2	-1
COc1ccccc1CC(=O)N1CCN(C(=O)c2ccco2)CC1	1	1.8	110	-1	-5	-1	-2	-13	-2
CCOC(=O)c1cc2ccc3ccccc3c2oc1=O	2	3.5	84	-10	4	-3	0	-6	2
Cc1ccc(C(C)C)cc1S(=O)(=O)NCc1ccccn1	-5	0.7	106	2	2	-12	1	2	2
CC(OC(=O)CN1C(=O)NC2(CCCC2)C1=O)C(=O)Nc1cccc(Cl)c1Cl (configuration not stated)	-1	0.7	103	3	-4	-7	1	-2	-21
Cc1cccc(-c2nnc(SCC3CNC(=O)O3)n2-c2ccc(Cl)cc2)c1 (configuration not stated)	-7	-0.6	99	0	1	-2	-2	1	2
CC(=O)Nc1ccc(SCC(=O)c2ccc(Br)s2)cc1	-18	1.4	92	-7	1	-30	-1	0	-8
CN(C)S(=O)(=O)c1cccc(NC(=O)CNCc2ccccn2)c1	2	2.4	102	5	1	-9	0	-7	0
Cc1ccc(S(=O)(=O)CCc2nnc(NC(=O)c3cnccn3)s2)cc1	4	1.4	122	-14	-3	1	3	6	-3
Cc1cc(Br)ccc1OCCCCNCCO	-7	1.2	94	9	0	7	-1	6	1
Cc1ccccc1C1(CCN2CCCCC2)CCOC(C)(C)C1 (configuration not stated)	-5	0.1	92	-8	-3	-3	1	4	5
NS(=O)(=O)c1ccccc1NC(=S)Nc1ccccc1S(N)(=O)=O	-10	-0.4	95	3	-1	-20	0	5	4
Cc1ccc(-c2cc(-c3ccccc3)no2)cc1	6	1.0	109	11	-1	5	2	7	6
COc1cc(C(=O)Nc2ccc(N3CCN(C(=O)c4ccc(C)cc4)CC3)cc2)cc(OC)c1OC	-4	2.1	109	-6	-1	-3	0	3	-3
CC(C)(C)c1ccc(S(=O)(=O)CCc2ccccn2)cc1	-2	0.3	106	-10	-5	-4	-3	-12	-3
Cc1nc2ccccc2n1CC(O)Cn1c(C(F)(F)F)nc2ccccc21 (configuration not stated)	-4	2.5	101	7	0	14	1	-1	3
O=C1NC(=O)c2c(NC(=O)C3CCCO3)cccc21 (configuration not stated)	-1	0.7	109	3	3	8	-4	50	0
Cc1onc(-c2ccccc2Cl)c1-c1nc(-c2ccncc2)no1	6	1.2	108	-1	3	-3	3	18	1
Cc1c(Br)c([N+](=O)[O-])nn1C(C)C(=O)N1CCCc2ccccc21 (configuration not stated)	11	2.5	118	-2	0	6	-1	7	-1
CSc1ccc(CN2C(=O)NC3(CCCCC3)C2=O)cc1	1	-0.2	109	-13	-3	19	0	-8	2
CCn1c(SCC(=O)N2CCCCC2)nc(O)cc1=O	-25	0.0	94	4	-4	8	2	7	-2
Cc1ccc(S(=O)(=O)N2CCOCC2)cc1C(=O)Nc1ccccc1N1CCOCC1	.	0.5	118	.	1	-17	.	-17	.
COC(=O)c1cc(-c2ccccc2)n[nH]1	-1	-1.4	97	0	-4	-12	-4	-2	-2
CCOC(=O)N1CCC(N2CCCC(CO)(Cc3cccc(OC)c3)C2)CC1 (configuration not stated)	-2	2.3	91	-4	-2	-3	6	0	-1
Cc1c(Cl)cccc1NC(=O)CN1CCN(CCN=CC2=C(O)CC(c3ccccc3)CC2=O)CC1 (configuration not stated)	3	1.2	101	-14	0	-3	0	5	-3
COc1cc(CC(=O)OCC(=O)NC2CCCCC2C)cc(OC)c1OC (configuration not stated)	.	-0.8	88	.	-2	22	.	.	.
NC(=O)C(c1ccc(Cl)cc1)c1ncc(C(F)(F)F)cc1Cl (configuration not stated)	-4	1.9	90	4	-4	6	3	3	4
Cc1cnc(C(=O)Oc2ccc(-c3ccccc3)cc2)cn1	-10	0.3	79	6	-1	7	-2	-3	2
CCOc1ccc(NC(=O)c2ccc(NC(=O)c3cn4c5c(c(N6CCN(C)CC6)c(F)cc5c3=O)OCC4C)cc2)cc1 (configuration not stated)	-13	-0.6	94	-12	-2	11	-1	7	8
CCCCCCc1c(C)c2ccc(OCC(=O)N[C@@H](Cc3ccccc3)C(=O)O)cc2oc1=O	9	4.9	95	1	1	7	0	7	5
CN(c1ccc(C(=O)Nc2cccnc2)cc1)S(=O)(=O)c1ccccc1	4	1.7	106	-8	-4	-15	-1	-9	-1
CC(C(=O)OCC(=O)c1cccc([N+](=O)[O-])c1)N1C(=O)C2C3C=CC(C3)C2C1=O (configuration not stated)	7	1.2	95	-9	0	-1	-2	3	-2
O=C(NCc1ccccc1)c1n[nH]nc1-c1ccccc1O	-4	0.6	111	-10	-1	-3	-1	4	3
COc1ccc(CCNC(=O)c2cc3c(=O)n4ccccc4nc3n(CCCN3CCOCC3)c2=N)cc1	10	1.5	114	10	0	6	5	-2	3
N#Cc1ccc(CSc2nnc(-c3c[nH]c4ccccc34)n2-c2ccccc2)cc1	2	3.9	127	-7	3	-12	0	1	-2
Cc1cc(Br)ccc1NC(=O)CNC(=O)c1ccc(-n2cncn2)c([N+](=O)[O-])c1	-2	-2.6	103	8	-4	1	0	-5	-3
Cc1cc2cc(CNC(=O)Nc3cccc(Cl)c3)ccc2n1C	-114	3.5	101	8	16*	1	-10	1	-1
CCOc1ccc(NS(=O)(=O)c2cc(C(=O)NCCCN3CCOCC3)ccc2C)cc1	.	6.0	108	.	2	13	.	-11	.
CC(=O)Nc1cccc(NC(=O)c2ccc3c(c2)CCN3S(C)(=O)=O)c1	-65	1.0	115	-12	1	-4	2	-21	-2
Cc1cc(C)c(NC(=O)CCN2CCN(Cc3ccccc3)CC2)c(C)c1	-16	2.4	105	-4	-1	1	4	-8	2

Some of the entries so far, in markdown:
| canonical_smiles | core dimer inh | PP5 inh | Yeast superoxide | EBNA-1 inhibitor | PP1 counter | ZTA counter | TPT1 inhibitor | GASC-1 inh | CTSL1 counter |
| --- | --- | --- | --- | --- | --- | --- | --- | --- | --- |
| CCOc1ccc(NS(=O)(=O)c2cc(C(=O)NCCCN3CCOCC3)ccc2C)cc1 | . | 6.0 | 108 | . | 2 | 13 | . | -11 | . |
| NC(=O)C(c1ccc(Cl)cc1)c1ncc(C(F)(F)F)cc1Cl (configuration not stated) | -4 | 1.9 | 90 | 4 | -4 | 6 | 3 | 3 | 4 |

One compound at a time, as listed above. Screens in order: core dimer inh, PP5 inh, Yeast superoxide, EBNA-1 inhibitor, PP1 counter, ZTA counter, TPT1 inhibitor, GASC-1 inh, CTSL1 counter
Cc1cc2cc(CNC(=O)Nc3cccc(Cl)c3)ccc2n1C in the list: -114, 3.5, 101, 8, 16*, 1, -10, 1, -1
CCCCCCc1c(C)c2ccc(OCC(=O)N[C@@H](Cc3ccccc3)C(=O)O)cc2oc1=O in the list: 9, 4.9, 95, 1, 1, 7, 0, 7, 5

The results go on.
SMILES	core dimer inh	PP5 inh	Yeast superoxide	EBNA-1 inhibitor	PP1 counter	ZTA counter	TPT1 inhibitor	GASC-1 inh	CTSL1 counter
Cc1cccc(C)c1NC(=O)COC(=O)c1cc(=O)[nH]c2ccccc12	.	1.6	77	.	-3	-8	.	-2	.
CCS(=O)(=O)N1CCN(Cc2ccc([N+](=O)[O-])cc2)CC1	-3	1.7	79	-2	3	3	3	4	2
O=C(O)c1ccc(N=NN2CCOCC2)cc1	0	0.8	98	-1	-1	-8	1	4	-1
COC(=O)c1sc(N2C(=O)C(=O)/C(=C(/O)c3ccc(C)cc3)C2c2ccco2)nc1C (configuration not stated)	9	0.8	106	-3	-3	11	0	-3	-2
COC(=O)c1cc(C#N)c(Oc2cccc(C)c2C)nc1C	-2	4.5	150	-11	-3	-8	-3	6	3
O=S(=O)(NC1CCN(Cc2ccccc2)CC1)c1ccc2ccccc2c1	0	-1.6	98	-3	-1	3	0	-2	0
CN(C)c1ccc2c(c1)Sc1cc(N(C)C)ccc1N2C(=O)c1ccccc1	3	1.5	82	2	2	-4	-3	0	-3
CCOC(=O)C1=C(COC(=O)[C@H](C)NS(=O)(=O)c2ccccc2F)NC(=O)NC1C (some centres not stated)	.	-1.2	98	.	-3	-3	.	1	.

Random draw from the library (roughly 3.1% active in at least one column).
